Tau fibril ThT: blocks human tau fibril formation measured by thioflavin T; recombinant tau K18 P301L (four-repeat tau fragment), heparin-induced fibrillization, ThT fluorescence; Potency, µM (highest dose often 57.4 µM), for the others: at the highest dose activity, negative = inhibition, usual class: inhibitors; 2.1% of 270,000 active; AID 1460; note: nearly all actives have a fitted effect of over 55% in size
Target sequence (P10636 561-689 P618L limits assumed): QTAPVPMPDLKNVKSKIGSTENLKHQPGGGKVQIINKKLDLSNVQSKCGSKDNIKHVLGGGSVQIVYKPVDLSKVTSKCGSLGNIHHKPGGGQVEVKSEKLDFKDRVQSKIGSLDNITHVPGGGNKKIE
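K18 P301L tau (15 uM + 0.24 uM Alexa 594-tagged), heparin 20 uM, NaOAc pH 7, 6 h 37 C; ThT 30 uM, 1 h RT, ex 450/em 510 nm.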
TRb-SRC2 inh: TRbeta-SRC2 interaction inhibition | P10828 | TRbeta-SRC2 peptide binding, fluorescence polarization; receptor liganded with 1 µM T3 | Potency, µM (top dose mostly 106 µM), inactives show at the top dose activity change, negative = inhibition, actives largely listed as inhibitors | 0.065% of 280,000 active | AID 1469;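 note: plate controls were bound peptide for no effect and peptide without receptor for full effect; nearly all actives have a fitted effect of over 50% in size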
Target sequence (P10828 whole entry, looked up): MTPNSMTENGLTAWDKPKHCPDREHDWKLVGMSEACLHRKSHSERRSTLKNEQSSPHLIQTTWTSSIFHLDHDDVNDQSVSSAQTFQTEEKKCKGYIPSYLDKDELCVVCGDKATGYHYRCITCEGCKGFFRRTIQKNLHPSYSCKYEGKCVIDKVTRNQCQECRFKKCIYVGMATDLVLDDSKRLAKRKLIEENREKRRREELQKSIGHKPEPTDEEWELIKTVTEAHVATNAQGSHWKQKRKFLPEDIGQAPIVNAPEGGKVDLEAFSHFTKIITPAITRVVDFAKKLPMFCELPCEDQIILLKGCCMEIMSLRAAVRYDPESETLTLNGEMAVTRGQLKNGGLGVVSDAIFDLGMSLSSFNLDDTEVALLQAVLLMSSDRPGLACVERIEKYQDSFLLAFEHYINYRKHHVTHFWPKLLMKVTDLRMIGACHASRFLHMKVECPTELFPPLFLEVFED
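Read-out is fluorescence polarization (555 nm excitation, 632 nm emission) of a Texas Red SRC2 coactivator peptide; loss of signal reflects blocked binding to human TRb ligand-binding domain in the presence of 1 uM T3.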
L3MBTL1 block: L3MBTL1 (human) inhibition. Q9Y468. AlphaScreen L3MBTL1–H3K9me1 peptide binding. Potency, µM (doses to about 57.1 µM), for the others: at the highest dose activity, negative = inhibition, usual class: inhibitors. 0.66% of 230,000 active. AID 485360; note: nearly all actives have a fitted effect of over 60% in size
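First, the protein-peptide complex forms for 30 min at room temperature (L3MBTL1 50 nM, biotinylated H3K9me1 peptide 75 nM). Next, compounds are pin-transferred and incubated 30 min. Finally, AlphaScreen beads are added and read after 30 min.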
Tau fibril FP: inhibitors of human tau fibril formation | P10636 | AID 1468 | Potency, µM (series often up to 57.7 µM), for the others: at the top dose activity, negative = inhibition, usual class: inhibitors | 0.39% of 280,000 active | K18 P301L tau heparin fibrillization, Alexa594 FP, 6 h; note: nearly all actives have a fitted effect of over 55% in size
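Read-out: fluorescence polarization of Alexa 594-labeled tau (0.24 uM), 555 nm excitation, 632 nm emission. Mixtures held 15 uM unlabeled K18 P301L, compound and 20 uM heparin, pH 7 acetate buffer, incubated 6 hr at 37 C.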
TR SRC2 fluor cs: alters Texas Red total fluorescence, flagging assay interference | TRb/SRC2 Texas Red total fluorescence interference | Potency, µM (titrated, usually from 106 µM), for inactives: at the top dose fluorescence change, negative = quenching | 0.29% of 280,000 active; active = well fitted curve in either direction with a large enough effect; inconclusive = small, poorly fitted or top-dose-only effect
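Flags fluorescent or light-absorbing compounds by total fluorescence, S + 2P, at 555 nm excitation and 632 nm emission. Mixture: 20 nM Texas Red SRC2 peptide, 0.6 uM human TRb LBD, 1 uM T3, 5% DMSO; compound exposure 5 h at ambient temperature.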
RECQ1 inh: blocks DNA unwinding by human RECQ1; P46063; RECQ1 DNA unwinding, red fluorescence kinetic read; Potency, µM (titrated, usually from 57.3 µM), inactives show at the highest dose activity, negative = inhibition, actives largely listed as inhibitors; 0.54% of 240,000 active;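 note: plate controls were vehicle for no effect and no enzyme for full effect; nearly all actives have a fitted effect of over 30% in size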
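50 nM RECQ1T1 preincubated 15 min with compound in Tris pH 8.0 buffer with MgCl2, DTT, Tween-20 and 2.5 ug/ml poly(dI-dC); started with 200 nM TAMRA/BHQ-2 forked duplex and 2 mM ATP. Unwinding read as fluorescence (525/598 nm), two reads 2 h apart.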
RGS12 GoLoco inh: RGS12 GoLoco-Gai1 interaction inhibition | P63096 | Gai1:RGS12 GoLoco peptide FP, rhodamine, 10 min | Potency, µM (series often up to 61.6 µM), for inactives: at the highest dose activity, negative = inhibition, hits mostly inhibitors | 0.44% of 230,000 active; active = well fitted inhibition curve with a large enough effect, not every such curve was filed as active; inactive = no such curve, though single readings can be large or run the other way; note: nearly all actives have a fitted effect of over 30% in size; many of its hits are not listed in these tables
Target sequence (P63096 whole entry, looked up): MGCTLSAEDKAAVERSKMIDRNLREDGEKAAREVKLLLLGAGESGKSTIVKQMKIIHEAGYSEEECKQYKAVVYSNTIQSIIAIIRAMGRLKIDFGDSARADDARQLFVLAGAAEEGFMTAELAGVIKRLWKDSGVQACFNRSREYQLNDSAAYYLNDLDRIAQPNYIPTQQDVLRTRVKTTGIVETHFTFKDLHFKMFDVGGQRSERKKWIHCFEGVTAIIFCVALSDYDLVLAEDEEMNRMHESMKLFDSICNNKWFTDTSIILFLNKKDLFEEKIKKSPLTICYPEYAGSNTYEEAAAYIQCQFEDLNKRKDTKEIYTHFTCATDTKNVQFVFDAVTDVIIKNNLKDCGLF
JMJD2E inh: JMJD2E (human) inhibition; B2RXH2; JMJD2E catalytic domain, FDH-coupled NADH fluorescence (FDH is formaldehyde dehydrogenase); Potency, µM (highest dose often 57.1 µM), for the others: at the top dose activity change, negative = inhibition, usual class: inhibitors; 1.6% of 230,000 active; active = well fitted inhibition curve with a large enough effect, not every such curve was filed as active; inconclusive = small, poorly fitted or top-dose-only effect, or another doubt; inactive = no such curve, though single readings can be large or run the other way;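 note: 0% = wells with enzyme and -100% = buffer wells without enzyme; nearly all actives have a fitted effect of over 50% in size; many of its hits are not listed in these tables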
An asterisk follows results filed as active; i = inactive; ? = inconclusive; nt = no result given; [ ] = dose if it differs, or a comment. Unless noted, calls come from the whole dose curve; as a rule, active = well fitted curve in the direction sought with a large enough effect; inconclusive = small, poorly fitted or top-dose-only effect, or another doubt; inactive = no such curve, though single readings can be large; an effect the other way counts as inactive or inconclusive. Unless noted, % is set by controls: 0 for no effect and ±100 for the full control effect; potency is the fitted concentration of half-maximal effect. Only part of the results is shown, so the mix of outcomes need not match the whole.

Sequence of screens: Tau fibril ThT | TRb-SRC2 inh | L3MBTL1 block | Tau fibril FP | TR SRC2 fluor cs | RECQ1 inh | RGS12 GoLoco inh | JMJD2E inh
COc1ccc(/C=N/Nc2ccc(C(=O)O)cc2)cc1OC
→ ? | -5% | -4% | -3% | -4% | 3% | 1% | -15%
CCN(C(=O)CSc1nc2ccccc2[nH]1)c1ccccc1
→ -14% | 4% | nt | -4% | 10% | nt | nt | nt
CC(C)CCOC(=O)C1[C@H]2C(=O)N(Cc3cccs3)C[C@]23C=C[C@H]1O3 (stereo partly specified)
→ -6% | 0% | 9% | 2% | -3% | -3% | 4% | 7%
CC(=O)NC1CC2CCCC(C1)N2S(=O)(=O)c1ccccc1 (stereo unspecified)
→ 3% | -2% | 9% | -9% | -4% | -1% | -3% | 4%
CCC(=O)N1CCc2cc(S(=O)(=O)NC(C(=O)NCCc3ccccc3)C(C)C)ccc21 (stereo unspecified)
→ 11% | -13% | nt | 1% | 1% | nt | nt | nt
COc1cc2ccccc2cc1C(=O)Nc1cccc(-c2nc3cc(C)ccc3o2)c1C
→ -6% | -4% | nt | -3% | ? | nt | nt | nt
COc1ccc(-c2csc(NC(=O)/C(N=Nc3ccccc3)=C(\C)O)n2)cc1
→ ? | 3% | -23% | 6% | 0% | i | 17% | -13%
O=C1CCCc2nc3nc4ccccc4n3cc21
→ -1% | 4% | -5% | -9% | 3% | -3% | -14% | -15%
COc1cc(OC)c(NC(=O)c2ccc3c(c2)N(Cc2ccc(C)cc2)CCS3)cc1Cl
→ -5% | -7% | nt | 14% | 0% | nt | nt | nt
O=C(O)c1ccccc1C(=O)NCC(O)COCC1CC=CCC1 (stereo unspecified)
→ 3% | -3% | -7% | -3% | -3% | 14% | 5% | 2%
Cc1cccc(C)c1[N+](=O)[O-]
→ nt | -10%[201 µM] | nt | nt | 0%[201 µM] | -2% | -1% | nt
Cc1ccc(S(=O)(=O)NNC(=O)c2cnn(-c3ccc(Cl)cc3)c2C(F)(F)F)cc1
→ -6% | -3% | -13% | -5% | -3% | -7% | 6% | -2%
Cc1nc2ccc(NS(=O)(=O)c3ccc(C)c(C)c3)cc2s1
→ -15% | 3% | nt | -5% | -10% | -15% | 11% | -2%
CCOc1cccc(C2Oc3nc(SC)nnc3-c3ccccc3N2C(C)=O)c1OC (stereo unspecified)
→ -9% | -5% | nt | -7% | -2% | nt | nt | nt
CCOc1ccc(NS(=O)(=O)c2ccc3c(c2)oc(=O)n3C)cc1
→ 2% | 1% | 5% | 0% | -3% | -1% | 11% | 4%
CC1=C(C#N)CCC(=O)N1Cc1ccc(C)cc1
→ -1% | -2% | 1% | -4% | 1% | -7% | 7% | -1%
O=C(Cc1ccc(F)cc1)NCCc1ccc(F)cc1
→ 5% | -4% | nt | 5% | -3% | -2% | 4% | 5%
O=C(Cn1ccc2ccccc21)Nc1ccc2c(c1)OCO2
→ -4% | 8% | -3% | 5% | 1% | 12% | 10% | -1%
Cc1ccc(-c2nc(S(=O)(=O)c3ccc(C)cc3)c(N3CCCCC3)o2)cc1
→ -19% | 8% | nt | -3% | -8% | nt | nt | nt
O=C(Nc1cccnc1)c1cccc(S(=O)(=O)N2CCCCC2)c1
→ -4% | -1% | 4% | -3% | 0% | i | 5% | 12%

The last 2 records of the section before lead into the next:
Sequence of screens: Tau fibril ThT | TRb-SRC2 inh | L3MBTL1 block | Tau fibril FP | TR SRC2 fluor cs | RECQ1 inh | RGS12 GoLoco inh | JMJD2E inh
Cc1ccc(-c2nc(S(=O)(=O)c3ccc(C)cc3)c(N3CCCCC3)o2)cc1
→ -19% | 8% | nt | -3% | -8% | nt | nt | nt
O=C(Nc1cccnc1)c1cccc(S(=O)(=O)N2CCCCC2)c1
→ -4% | -1% | 4% | -3% | 0% | i | 5% | 12%
COc1ccc(CC(=O)OCN2C(=O)c3ccccc3C2=O)cc1
→ 0% | -1% | 4% | -11% | -2% | -5% | 6% | 4%
O=C(CCSc1nc(-c2ccco2)cc(C(F)(F)F)n1)NCc1cccs1
→ -11% | -2% | 1% | 3% | 2% | -4% | 0% | 3%
CN(C(=O)CSc1cn(CC(=O)N2CCCCCC2)c2ccccc12)c1ccccc1
→ -7% | 2% | nt | -4% | -2% | nt | nt | nt
O=c1oc(-c2ccco2)nc2sc3c(c12)CCCC3
→ ? | -16% | ? | -10% | 0% | -1% | 10% | ?
CC(C)c1cc(C(=O)O)on1
→ 3% | 4% | -4% | 5% | -3% | 10% | -6% | -22%
CCC1OC2(C)OC(=N)C1(C#N)C(C#N)(C#N)C2c1ccccc1 (stereo unspecified)
→ ? | -6% | 1% | -9% | 20% | -11% | -32% | ?
NC(=O)COC(=O)CNC(=O)c1sc2ccccc2c1Cl
→ -1% | 6% | -5% | 4% | 0% | -7% | 7% | -3%
COc1cc2c(cc1OC)-c1cc(OCCN3CCOCC3)nc(=O)n1CC2
→ -16% | -2% | -2% | 1% | -1% | i | 28% | ?
Cc1ccc(C(=O)COC(=O)c2cccc(N3C(=O)c4c(C)nc5ccccc5c4C3=O)c2)cc1C
→ -4% | 5% | -15% | 11% | -4% | -17% | 11% | 4%
CN(c1ccc(C(=O)NCc2ccccn2)cc1)S(C)(=O)=O
→ 7% | 4% | -8% | -9% | 1% | -13% | -10% | -1%
COc1cc(CC(=O)Nc2ccc3c(c2)CCC3)cc(OC)c1OC
→ 0% | 5% | 2% | 4% | 1% | -9% | -20% | 5%
COc1ccc(CCNC(=O)c2ccc(Cn3c(=O)c4ccccc4n(Cc4ccc(C)cc4)c3=O)cc2)cc1OC
→ 0% | 15% | nt | -7% | 5% | nt | nt | nt
CC(C)C(=O)n1nc(-c2cccnc2)nc1NCc1cccs1
→ 17% | -2% | nt | 2% | 0% | -3% | -1% | -8%
COC(=O)c1ccc(C(=O)OC)c(NC(=O)CCc2ccc(C)o2)c1
→ ? | -3% | 5% | 3% | 2% | i | -2% | ?
Cc1cc(NS(=O)(=O)c2ccc(NC(=O)CCN3C(=O)c4ccccc4C3=O)cc2)no1
→ 0% | -15% | -4% | -3% | 1% | -18% | -2% | 4%
Cc1noc(C)c1S(=O)(=O)N1CCc2nc(-c3ccccc3)c3c(c2C1)CO[C@@H](C)C3
→ 4%[11.5 µM] | 9%[11.2 µM] | nt | -2%[11.6 µM] | -23%[11.2 µM] | i[11.5 µM] | 6%[14.2 µM] | 8%[11.4 µM]
Cn1ncc(Cl)c1C(=O)NCc1cc(C(C)(C)C)n[nH]1
→ 0% | -3% | 0% | 0% | -1% | -5% | 4% | 0%
CCCn1c(=N)n(CCOc2ccc(OC)cc2)c2ccccc21
→ -8% | -5% | nt | -2% | 0% | i | -7% | 2%
O=S(=O)(O)c1nc2ccccc2n1CCOc1ccccc1
→ -6% | 0% | -3% | -5% | 0% | -13% | -1% | -1%
NC(=O)NCC(N)C(=O)O (stereo unspecified)
→ -9% | 2% | nt | -2% | -8% | i | 2% | -8%

Next records follow:
Sequence of screens: Tau fibril ThT | TRb-SRC2 inh | L3MBTL1 block | Tau fibril FP | TR SRC2 fluor cs | RECQ1 inh | RGS12 GoLoco inh | JMJD2E inh
COc1ccc(N2C(N)=C(C#N)C(c3cccnc3)C3=C2CC(C)(C)CC3=O)cc1 (stereo unspecified)
→ 1% | 2% | 7% | 0% | -2% | 1% | -4% | -19%
Nc1c(C(=O)NCc2ccccc2)sc2nc(N3CCOCC3)c3c(c12)CCCC3
→ ? | -7% | 8% | 11% | -3% | -24% | -13% | ?
O=C(CSc1nnc(-c2ccco2)n1-c1ccccc1)NCCc1ccccc1
→ 2% | -8% | 4% | 11% | -1% | 15% | 0% | -3%
COc1cccc(C(=O)c2cn(CC(=O)Nc3cccc(Cl)c3C)c3nc(C)ccc3c2=O)c1
→ ? | 3% | nt | ? | -3% | nt | nt | nt
O=C(c1ccccc1)n1nc(-c2ccco2)nc1NCc1ccccc1Cl
→ -17% | -14% | nt | -14% | ? | nt | nt | nt
CCN(CC)c1nc(N)c2c(N)nc3c(c2c1C#N)CC(c1ccccc1)O3 (stereo unspecified)
→ ? | -6% | -2% | 12% | -3% | -8% | -4% | ?
CCOC(=O)N1CCN(C(=O)c2ccc3c(c2)sc2nc(-c4ccc(OC)cc4)cn23)CC1
→ ? | -4% | -3% | 6% | -2% | -5% | -7% | ?
c1ccc(-c2cnc(SCCN3CCOCC3)n2CC2CCCO2)cc1 (stereo unspecified)
→ -16% | -3% | -7% | -5% | -4% | 0% | -3% | ?
N#C/C(=C\c1cn(-c2ccccc2)nc1-c1ccccc1)S(=O)(=O)c1ccccc1
→ -1% | 3% | 6% | 6% | -2% | -8% | -1% | -5%
COC(=O)CCC(=O)OC
→ nt | -1% | -3% | nt | 0% | -7% | 8% | nt
COc1cc(NS(=O)(=O)c2cccc3nsnc23)cc(OC)c1
→ -16% | -1% | nt | 3% | -7% | -9% | 6% | -26%
O=C(NCc1ccccc1)c1cc(-c2ccncc2)nc2ccc(S(=O)(=O)N3CCOCC3)cc12
→ -17% | 6% | 8% | -8% | -1% | -7% | 4% | 5%

One compound at a time (already shown). Screens in order: Tau fibril ThT	TRb-SRC2 inh	L3MBTL1 block	Tau fibril FP	TR SRC2 fluor cs	RECQ1 inh	RGS12 GoLoco inh	JMJD2E inh
Results for CCOC(=O)N1CCN(C(=O)c2ccc3c(c2)sc2nc(-c4ccc(OC)cc4)cn23)CC1 = ?	-4%	-3%	6%	-2%	-5%	-7%	?
Results for O=C(c1ccccc1)n1nc(-c2ccco2)nc1NCc1ccccc1Cl = -17%	-14%	nt	-14%	?	nt	nt	nt
Results for COc1cccc(C(=O)c2cn(CC(=O)Nc3cccc(Cl)c3C)c3nc(C)ccc3c2=O)c1 = ?	3%	nt	?	-3%	nt	nt	nt
Results for N#C/C(=C\c1cn(-c2ccccc2)nc1-c1ccccc1)S(=O)(=O)c1ccccc1 = -1%	3%	6%	6%	-2%	-8%	-1%	-5%
Results for CCN(CC)c1nc(N)c2c(N)nc3c(c2c1C#N)CC(c1ccccc1)O3 (stereo unspecified) = ?	-6%	-2%	12%	-3%	-8%	-4%	?

Assay outcomes as filed in PubChem.
